# DAX1 inh-1: DAX1 (NR0B1) inhibitors, primary screen, cell-based, HEK293, Gal4-DAX1, luciferase luminescence | Nuclear receptor subfamily 0 group B member 1 (Homo sapiens), P51843 | HEK293 Gal4-DAX1 luciferase reporter | inhibition, % at 6.75 µM | 340,000 compounds, 0.99% hits | AID 504766, 2011;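 active means inhibition above the mean over all tested compounds plus 3 SD, cut at about 4.2% in these data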;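 further: 0% = DAX1-transfected cells with DMSO and 100% = empty-vector control cells with DMSO; inhibition shows as a rise in luminescence from relieved DAX1 repression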
# SMARCA2 act: SMARCA2 (BRM) function activators, primary screen, cell-based, luminescence, high throughput; AID 652017, 2013; activation, % at 9.1 µM; MG213 cells, MMTV-luciferase reporter, dexamethasone, overnight; 370,000 compounds, 1% hits; in the data active means activation above about 7.8%;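 further: 0% = vehicle wells and 100% = reference activator wells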
# DAX1 inh-2: DAX1 (NR0B1) inhibitors on StAR promoter, primary screen, cell-based, luminescence, SF-1 (NR5A1), full-length DAX-1; HEK293T StAR-luciferase reporter, SF-1/DAX-1 repression relief; inhibition, % at 6.8 µM; 370,000 compounds, 1.1% hits; AID 652010, 2013;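 active means inhibition above the mean over all tested compounds plus 3 SD, cut at about 3.6% in these data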;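 further: 0% = DAX-1 cells with DMSO and 100% = cells lacking DAX-1 with DMSO; higher inhibition means more luminescence from relief of DAX-1 repression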
# NPR2 activator: human GC-B receptor activators, primary screen, HEK293 GC-B cells, cGMP TR-FRET, EC30 CNP | 370,000 compounds, 0.11% hits | 0% at EC30 CNP, 100% saturating CNP | activation, % at 10 µM | Atrial natriuretic peptide receptor 2 (Homo sapiens), P20594;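 active means activation at 10 µM reaching about 35% in either raw or pattern-adjusted values, limit read from the data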
# Target sequence (P20594 whole entry, looked up): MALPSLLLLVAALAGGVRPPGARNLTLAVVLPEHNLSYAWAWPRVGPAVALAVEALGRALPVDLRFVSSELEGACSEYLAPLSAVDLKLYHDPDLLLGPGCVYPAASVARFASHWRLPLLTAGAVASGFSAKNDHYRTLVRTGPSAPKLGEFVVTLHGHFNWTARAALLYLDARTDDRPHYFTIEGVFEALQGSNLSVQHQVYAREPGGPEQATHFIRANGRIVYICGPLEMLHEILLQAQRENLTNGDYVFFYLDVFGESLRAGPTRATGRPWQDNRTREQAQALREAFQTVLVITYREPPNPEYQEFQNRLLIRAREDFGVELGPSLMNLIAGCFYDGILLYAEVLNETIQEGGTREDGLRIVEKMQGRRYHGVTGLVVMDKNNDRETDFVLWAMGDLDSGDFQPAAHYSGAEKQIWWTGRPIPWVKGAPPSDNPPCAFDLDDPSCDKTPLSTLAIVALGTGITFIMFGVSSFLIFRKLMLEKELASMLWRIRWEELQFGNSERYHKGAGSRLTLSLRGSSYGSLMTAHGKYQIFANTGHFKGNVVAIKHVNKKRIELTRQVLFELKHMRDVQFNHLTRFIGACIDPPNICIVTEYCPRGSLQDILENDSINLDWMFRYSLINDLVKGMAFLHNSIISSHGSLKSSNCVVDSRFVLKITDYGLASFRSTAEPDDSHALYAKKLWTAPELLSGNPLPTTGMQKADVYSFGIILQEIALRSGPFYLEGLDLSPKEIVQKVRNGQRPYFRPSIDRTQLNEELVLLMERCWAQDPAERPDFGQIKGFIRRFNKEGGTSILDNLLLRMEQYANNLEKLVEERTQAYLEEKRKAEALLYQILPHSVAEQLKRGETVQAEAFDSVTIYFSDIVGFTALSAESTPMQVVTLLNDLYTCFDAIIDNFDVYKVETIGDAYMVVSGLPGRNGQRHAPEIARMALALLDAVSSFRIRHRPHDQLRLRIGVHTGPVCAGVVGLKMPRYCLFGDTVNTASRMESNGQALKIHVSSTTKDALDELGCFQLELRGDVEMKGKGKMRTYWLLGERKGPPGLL
# hgDAF-12 ag: H. glycines DAF-12 receptor agonists, primary screen, cell-based, luminescence, HEK293, GAL4 fusion, UAS-luciferase; 370,000 compounds, 1.8% hits; AID 687014, 2013; Nuclear hormone receptor DAF-12 (Heterodera glycines), GAL4 fusion; activation, % at 6.8 µM; HEK293 GAL4-hgDAF12 UAS-luciferase reporter, agonist luminescence; normalized to butyrate control;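 active means activation above a cutoff set at the mean of all screened compounds plus 3 SD, cut at about 10% in these data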;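 further: 0% = DMSO wells and 100% = sodium butyrate wells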
# ssDAF12 agonist: S. stercoralis DAF-12 nuclear receptor activators, primary screen, cell-based, luminescence, HEK293, GRIP1 co-expression, lit1-tk-luc. 370,000 compounds, 1% hits. activation, % at 6.8 µM. AID 652126, 2013. Nuclear hormone receptor DAF-12 (Strongyloides stercoralis). HEK293 ssDAF-12/GRIP1 lit1-tk-luc reporter; % of 3 µM dafachronic acid response;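 active means activation above the mean over all tested compounds plus 3 SD, cut at about 0.9% in these data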;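 further: 0% = DMSO-only wells and 100% = 3 µM delta7-dafachronic acid wells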
# HGIII-sPLA2 inh: human group III sPLA2 inhibitors, primary screen, biochemical, QFRET, BODIPY PC-A2 liposome substrate; QFRET BODIPY PC-A2 liposome hydrolysis, fluorescence; inhibition, % at 12.2 µM; 370,000 compounds, 0.56% hits;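 active means inhibition above mean plus 3 SD of compounds lying within the high and low control bounds, cut at about 19% in these data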;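 further: 0% = median of test compound wells and 100% = no enzyme DMSO wells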
# KLK7 zymogen act: proKLK7 zymogen activators, primary screen, biochemical, fluorescence intensity | Kallikrein-7 (Homo sapiens), P49862 | purified proKLK7, EDANS-DABCYL substrate fluorescence; 100% is mature enzyme control, 0% vehicle | activation, % at 7 µM | 370,000 compounds, 0.9% hits;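 active means activation above the mean of all tested compounds plus 3 SD, computed per campaign excluding outliers beyond control limits, cut at about 13% in these data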
# GC-A act: GC-A stimulated cGMP production enhancers – HEK293 GC-A cells, cGMP TR-FRET, EC30 ANP, primary screen. 0% at EC30 ANP, 100% saturating ANP. AID 1671463, 2021. 370,000 compounds, 0.14% hits. activation, % at 10 µM. Atrial natriuretic peptide receptor 1 (Homo sapiens), P16066; in the data active means activation above about 40%
# GAA850 FXN act: FXN promoter activators, primary screen, cell-based, luciferase luminescence, HEK293 lucGAA850; 360,000 compounds, 0.56% hits; AID 540364, 2011; HEK293 lucGAA850 FXN promoter luciferase reporter, 24 h; percent of 10 µM SAHA response; activation, % at 6 µM;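 active means activation above the average of all compounds screened plus 3 SD, cutoff fixed separately per campaign, cut at about 7.5% in these data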;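 further: 0% = DMSO wells and 100% = 10 µM SAHA wells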
# hcDAF12 agonist: H. contortus DAF-12 nuclear receptor activators, primary screen, cell-based, luminescence, HEK293, lit1-tk-luc reporter | HEK293 hcDAF-12 lit1-tk-luc reporter; 0% DMSO, 100% Δ7-dafachronic acid | activation, % at 6.8 µM | 370,000 compounds, 1.4% hits | AID 652067, 2013;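 active means activation above the mean of all tested compounds plus 3 SD, cut at about 5.5% in these data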;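 further: 100% = response to 3 µM Δ7-dafachronic acid high control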
# Active calls of the source: *; · = not tested or not shown. Rows were taken by chance. About 6.7% of those tested had a hit in this group.
SMILES,DAX1 inh-1,SMARCA2 act,DAX1 inh-2,NPR2 activator,hgDAF-12 ag,ssDAF12 agonist,HGIII-sPLA2 inh,KLK7 zymogen act,GC-A act,GAA850 FXN act,hcDAF12 agonist
CC(=O)NC(c1ccccc1)c1nc(-c2cccc(CO)c2)cs1 (configuration not stated),·,-0.4,0.9,-0.5,3.5,-0.9,1.8,0.0,-3.0,1.3,0.9
O=C(Cn1ncc2c3ccccc3n(Cc3ccccc3)c2c1=O)NCc1ccccn1,0.3,-0.5,-0.1,15.3,-1.3,-1.6,5.7,-0.2,19.0,0.1,2.2
C/C(=N\NC(=O)COc1ccc(C(C)(C)C)cc1)c1ccc(OC(F)F)cc1,0.2,-1.8,0.3,4.5,1.2,-1.6,-5.6,0.9,-4.4,1.8,0.9
CC(=O)CC(=O)Nc1ncc(C(F)(F)F)cc1Cl,0.4,-1.5,0.6,-2.6,-1.9,-1.2,-2.6,-0.1,1.7,3.6,-0.1
Cc1ccc(Cn2c(=O)n(Cc3ccco3)c(=O)c3ccccc32)cc1,0.7,0.1,-0.4,13.3,1.8,-1.4,3.5,-0.5,12.9,1.1,-1.3
O=C1CCCC2=C1C(c1ccccc1)CC(=O)N2c1ccccc1 (configuration not stated),1.4,0.1,0.1,-4.3,1.9,-1.3,-4.7,0.1,1.7,-1.0,-1.1
Cc1ccc(N2C(=O)C(Cc3ccccc3)NC2=S)cc1 (configuration not stated),0.6,0.0,0.0,1.2,0.4,-1.4,-57.6,-0.4,1.8,1.9,-0.5
Cc1cc([N+](=O)[O-])nn1CCCC(=O)O,0.0,-4.2,0.1,0.1,-1.8,-1.5,5.4,-0.1,2.5,0.0,-1.3
O=C(Nc1cccc(F)c1)c1c(F)c(F)c(F)c(F)c1F,0.3,-3.6,-1.6,-1.3,3.8,-1.7,-4.2,-0.6,3.2,-1.1,-2.2
c1cc(CN2CCCCC2)cc(OCCCNc2nc3ccccc3s2)c1,0.9,-3.4,0.2,-5.2,1.8,0.4,-19.8,0.1,-13.1,0.0,1.3
O=C(/C(=C/O)N=Nc1ccc(Cl)cc1)c1ccncc1,-0.5,0.6,0.4,0.2,-0.5,-0.2,-5.8,-1.0,-8.1,-0.1,-1.8
CCCCCNS(=O)(=O)c1cc2c3c(c1)CCC(=O)N3CCC2,0.3,-4.1,-0.3,2.6,-3.3,-1.5,2.3,0.4,4.6,-1.1,-1.2
OCCN1CCN(CC(O)COc2ccc(C34CC5CC(CC(C5)C3)C4)cc2)CC1 (configuration not stated),0.2,-1.6,0.1,-4.7,-2.0,-1.6,-15.3,-0.1,-10.6,-1.0,-1.5
C[C@H]1NS(=O)(=O)c2cc(Cl)ccc2O[C@@H]1c1ccccc1,-0.3,-1.1,0.3,1.1,-0.4,-0.9,-9.2,-0.1,-2.6,0.2,-1.4
CCCC(NC(=S)NCC1CCCO1)C12CC3CC(CC(C3)C1)C2 (configuration not stated),-0.2,0.9,-0.1,-2.0,0.5,-1.7,12.5,-0.1,-1.4,1.9,-1.6
CC1(C)CC(NC(=O)c2cccc3ccccc23)CC(C)(C)N1,0.8,4.1,0.7,-3.0,4.2,-0.7,6.8,-0.4,-7.2,0.3,2.3
CC(=O)O[C@H]1CC[C@@]2(C)C(=CC[C@H]3[C@@H]4CC[C@H](C(C)=O)[C@@]4(C)CC[C@@H]32)C1,-1.6,-2.0,-0.4,3.3,1.9,-0.9,4.2,-0.4,8.5,-1.8,-0.3
COP(=O)(OC)c1nc(-c2ccc([N+](=O)[O-])cc2)oc1N1CCCCC1,-1.2,1.1,-0.5,-4.0,-1.3,-1.4,0.6,0.6,-3.2,1.0,-2.0
O=C1CC(N2CCN(c3ccccc3)CC2)C(=O)N1c1cccc(Cl)c1 (configuration not stated),-0.3,2.7,0.2,0.0,0.5,-0.8,-2.9,0.4,-3.0,2.1,-0.3
Cc1cc(C)n(C(=O)Cn2nc([N+](=O)[O-])cc2C)n1,-0.1,-1.9,-0.8,2.2,1.6,-0.9,4.5,-0.1,6.1,0.3,3.5
Cc1ccc(C2(C)NC(=O)N(CC(=O)NC3CCCCC3)C2=O)cc1 (configuration not stated),-1.5,-3.3,-0.8,4.5,-2.9,-1.3,15.5,-0.4,-0.5,0.1,-0.2
Cc1ccc(C(=O)NC2CCS(=O)(=O)C2)cc1S(=O)(=O)N1CCCCC1 (configuration not stated),-0.9,1.9,-0.3,-1.9,-2.1,-0.9,-1.3,-0.2,1.4,0.5,-0.3
CCOc1ccc(CCNC(=O)c2cc(C)on2)cc1OCC,0.2,1.6,0.2,1.1,0.1,-1.1,1.5,-0.2,2.4,2.1,0.4
CC(O)CNc1nc2c(c(=O)n(Cc3cccc(Cl)c3)c(=O)n2C)n1C (configuration not stated),1.4,-0.6,-0.3,1.7,-1.3,-1.1,1.8,0.6,7.4,1.7,-1.1
Cc1ccc(S(=O)(=O)N2CCN(C(=O)COC(=O)/C=C/c3ccc(OC(F)F)cc3)CC2)cc1,0.5,-0.6,1.5,-3.5,0.0,0.1,-18.9,-0.2,-3.9,0.3,-1.7
CC(C)Cc1ccc(S(=O)(=O)N2CCN(C(=O)c3ccco3)CC2)cc1,-0.4,-3.4,-1.5,6.2,-2.9,-1.2,-5.8,0.6,-0.6,0.3,-1.3
CCC1=NN(C(=O)Cc2ccc([N+](=O)[O-])cc2)C(O)(C(C)(C)C)C1 (configuration not stated),-1.6,-3.7,0.0,3.0,-1.8,-1.5,-7.5,-0.1,-0.1,1.0,-1.2
O=C(CSc1nc2ccccc2[nH]1)NCc1ccco1,0.5,0.4,0.7,-3.4,3.5,-1.0,-1.9,0.6,0.6,3.1,-0.8
CCC(=NC1CC(C)(C)NC(C)(C)C1)C1=C(O)CC(C)(C)CC1=O,-0.2,1.2,0.8,·,-0.9,-1.5,-0.4,1.0,·,1.9,1.2
COc1cc(NC(=O)Cc2ccccc2)ccc1NC(=O)c1ccccc1,-0.2,-3.1,-0.3,-0.9,-2.2,-1.4,-5.6,0.5,2.4,0.0,0.1
CCCCN1CC(N2CCN(CCO)CC2)CS1(=O)=O (configuration not stated),·,-1.6,-0.9,-0.5,1.1,-0.2,2.4,-0.7,-1.9,·,-0.6
Cc1cc(C)nc(/N=C(\N)N2CCCCCC2)n1,-0.1,-0.7,-0.5,-4.2,2.9,-1.5,3.3,-0.2,2.9,1.5,-0.9
CCOC(=O)CCc1c(C)c2ccc(OC3CCCCC3=O)cc2oc1=O (configuration not stated),0.1,-2.4,0.0,0.4,-0.8,-0.9,9.8,4.0,4.7,2.3,-1.1
COC(=O)C1CCN(S(=O)(=O)CCNC(=O)c2ccc(F)cc2)CC1,1.8,-1.4,0.2,0.7,-1.2,-1.0,10.7,-0.1,0.5,1.6,-1.7
CC(=O)c1c(C(C)=O)c(C)n(-c2ccc(N)c(C)c2)c1C,-0.4,2.7,-0.6,7.2,-0.3,-1.3,-1.9,0.6,6.3,0.5,-1.4
Cc1cc(Cl)ccc1OCCCC(=O)NCC1CCCO1 (configuration not stated),0.7,-2.5,0.5,-2.7,-1.3,-1.2,2.6,0.3,7.0,-3.8,-2.1
CCc1ccc(/C=C2\Oc3c(ccc(O)c3CN3CCN(C)CC3)C2=O)cc1,-2.5,2.2,-0.2,-3.3,-4.6,-0.8,-27.6,57.7*,6.5,0.6,-1.6
COc1ccc(S(=O)(=O)N2CCCCCC2)cc1C(=O)Nc1cccc(C)n1,0.3,0.6,-2.0,2.2,-3.0,-0.9,-9.2,-0.8,-0.7,1.8,-2.8
Cc1nc(NC(=O)/C=C/c2ccccc2)sc1C(=O)Nc1ccc(Cl)cc1,-0.1,0.5,-0.3,7.0,1.3,-1.1,-3.8,-1.0,-1.9,-1.8,-0.7
CC1(C(=O)NS(=O)(=O)c2cccc(Cl)c2)CCN1C(=O)C1(c2ccc(Cl)cc2)CC1 (configuration not stated),·,3.9,-1.1,1.7,-1.4,-0.8,-21.0,0.3,-0.9,-0.7,0.5
CC(=O)Nc1ccc(Nc2nc(C)c([N+](=O)[O-])c(Nc3ccccc3)n2)cc1,-2.9,-4.6,-2.4,58.5*,-8.2,-2.8,-5.3,0.0,55.9*,1.2,-5.6
COc1ccc(S(=O)(=O)N2CCC[C@H]2C(=O)NC2=NCCS2)cc1,1.3,1.7,0.6,9.9,-0.2,-0.7,-5.3,0.0,1.7,1.9,-1.3
Cc1cc(C)nc(SCC(=O)c2ccc(C)c(C)c2)n1,-1.4,-2.8,0.3,10.7,-0.2,-1.5,-52.6,-1.1,-3.1,2.0,-2.2
CCC(NS(=O)(=O)c1ccc(C)cc1)C(=O)O (configuration not stated),0.5,0.6,1.1,3.9,-0.7,-0.6,-3.8,0.1,8.4,0.2,-0.5
O=C(Nc1cc(Sc2ccccn2)cc([N+](=O)[O-])c1)c1ccc([N+](=O)[O-])cc1,-2.1,-0.2,-0.4,1.1,-1.7,-1.3,-4.2,0.2,-0.2,-2.9,-1.6
CC(C)(O)C#Cc1ccc(C(=O)N2CCC(C(N)=O)(N3CCCCC3)CC2)o1,0.6,-1.8,0.9,-0.7,-2.5,-1.7,6.1,-0.5,4.1,1.4,1.6
Cc1sc(N)nc1-c1ccccc1,-0.5,1.4,-0.1,-0.2,0.5,-1.2,0.5,0.7,1.9,1.6,0.7
O=C(COc1cccnc1[N+](=O)[O-])Nc1ccc2c(c1)OCO2,0.7,0.1,1.3,3.3,0.7,-1.6,4.9,0.0,1.6,0.8,-0.7

# Compound activity deposited in PubChem BioAssay by several laboratories.
